Screening results from PubChem BioAssay.
PTHR1 agonist = PTHR1 (human) receptor agonism. AID 743266. Potency, µM (top dose mostly 115 µM), inactives show top-dose activation, most hits filed as activators. HEK293 GP2 PTHR1 cells, GloSensor cAMP luminescence, 1 h. 410,000 tested, 0.075% active. Q03431; note: potency is the fitted concentration of half-maximal effect; nearly all actives have a fitted effect of over 55% in size; some results filed as inactive show a strong effect at the top dose; inactives centre near -15; many of its hits are not listed in these tables
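HEK-293-derived GP2 cells expressing PTHR1 and a GloSensor cAMP reporter, 3,000/well, plated overnight, given luciferin plus IBMX (each 0.5 mM as added) for 1 h at 37 °C, then compound for 1 h at 37 °C. Luminescence was read after 15 min at room temperature.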
HEK293 tox = cytotoxic in the GLP-1 receptor inverse agonist counter-screen; Potency, µM (doses to about 38.3 µM), without a hit: at the highest dose activity change, negative = inhibition, actives largely listed as inhibitors; 410,000 tested, 0.13% active; HEK293 cAMP-luciferase reporter cells, luminescence, 24 h;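 note: loss of luciferase light is scored as toxicity; potency is the fitted concentration of half-maximal effect; % is set by controls: 0 for no effect and ±100 for the full control effect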
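MLSMR compounds, 24 hr on cells at 37 deg C/5% CO2; luminescence after luciferase reagent (12 min RT). Inhibition counted as the undesired cytotoxic outcome.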
D3 ag = agonists of human D3 dopamine receptor; 410,000 tested, 0.58% active; D3R DiscoveRx beta-arrestin cells, luminescence, 90 min; AID 652048; max activation, %; in the data active = max activation above about 30%; note: 0% is about no effect; mostly tested at two doses, the higher about 12 µM
Target sequence (P35462 whole entry, looked up): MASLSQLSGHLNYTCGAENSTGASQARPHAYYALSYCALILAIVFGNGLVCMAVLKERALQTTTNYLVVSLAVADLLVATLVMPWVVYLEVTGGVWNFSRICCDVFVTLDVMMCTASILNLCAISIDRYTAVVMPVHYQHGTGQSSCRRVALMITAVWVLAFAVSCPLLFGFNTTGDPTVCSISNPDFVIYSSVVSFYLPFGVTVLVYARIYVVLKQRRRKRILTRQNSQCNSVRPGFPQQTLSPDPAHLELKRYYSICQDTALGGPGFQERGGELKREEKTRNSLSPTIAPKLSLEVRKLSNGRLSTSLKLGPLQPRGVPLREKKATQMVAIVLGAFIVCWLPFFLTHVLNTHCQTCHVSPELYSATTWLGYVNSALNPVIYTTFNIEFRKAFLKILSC
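Cells at 1500/well, incubated overnight, then treated with pinned compounds (dopamine as control) for 90 min at 37 degrees C. DiscoveRx reagent added for 30 - 60 minutes at room temperature; luminescence read.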
D3 antag = D3 dopamine receptor (human) antagonism | P35462 | D3R cells, DiscoveRx beta-arrestin luminescence, antagonist mode; hits give low values | max response, negative = inhibition, % | 360,000 tested, 2.5% active; in the data active = max response below about -50%; inconclusive = no clear call, values can overlap the other calls; note: % is set by controls: 0 for no effect and ±100 for the full control effect; mostly tested at two doses, the higher about 12 µM
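Cells plated overnight at 1500 cells/well, then exposed to library compounds with dopamine controls for 90 minutes at 37 degrees C. DiscoveRx reagent added for 30–60 minutes at room temperature; luminescence read, quantitative HTS format.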
GLP-1R inv ag = inverse agonists of human GLP-1 receptor; P43220; HEK293 GLP-1R CRE-luciferase, luminescence, 24 h; GLP-1R form is constitutively active; Potency, µM (top dose mostly 38.3 µM), for the others: at the top dose activity change, negative = inhibition, usual class: inhibitors; 410,000 tested, 1.6% active; note: potency is the fitted concentration of half-maximal effect; % is set by controls: 0 for no effect and ±100 for the full control effect; nearly all actives have a fitted effect of over 55% in size
Target sequence (P43220 whole entry, looked up): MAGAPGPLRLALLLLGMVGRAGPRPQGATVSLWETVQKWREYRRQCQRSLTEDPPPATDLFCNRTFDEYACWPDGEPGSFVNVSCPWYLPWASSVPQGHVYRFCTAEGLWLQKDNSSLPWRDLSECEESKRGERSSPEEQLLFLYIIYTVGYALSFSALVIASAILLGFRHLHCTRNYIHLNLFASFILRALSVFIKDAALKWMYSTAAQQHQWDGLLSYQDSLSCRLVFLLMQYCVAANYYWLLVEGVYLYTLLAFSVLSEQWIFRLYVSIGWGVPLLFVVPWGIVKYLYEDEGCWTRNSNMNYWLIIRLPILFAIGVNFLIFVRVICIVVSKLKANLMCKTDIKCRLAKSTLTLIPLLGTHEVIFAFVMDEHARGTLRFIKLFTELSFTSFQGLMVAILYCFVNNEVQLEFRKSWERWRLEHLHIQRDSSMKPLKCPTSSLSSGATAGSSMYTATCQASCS
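Cells are plated, allowed 12 hours at 37 deg C, then treated with compounds for 24 hr before luciferase detection reagent is added and luminescence is read after 12 min at room temperature. The HEK293 line carries constitutively active GLP-1R with a cAMP-responsive reporter.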
aSyn yeast inh = alpha-synuclein toxicity inhibition in yeast. Potency, µM (top dose mostly 46.1 µM), without a hit: at the top dose growth rescue (activation), most hits filed as activators. 370,000 tested, 0.14% active. Yeast expressing alpha-synuclein, growth rescue, BacTiter-Glo, 24 h; note: potency is the fitted concentration of half-maximal effect; % of control where 0% means no effect; nearly all actives have a fitted effect of over 65% in size
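Readout is rescue of growth in alpha-synuclein-expressing yeast, so inhibitors of toxicity appear as activators. Growth after 24 hr at 30 deg C in galactose medium is quantified by luminescence.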
TDP43 rescue = inhibitors of TDP-43 toxicity in yeast. TDP-43 expressing yeast growth rescue, BacTiter-Glo, 24 h. Potency, µM (titrated, usually from 46.1 µM), inactives show at the top dose growth rescue (activation), usual class: activators. 410,000 tested, 1.8% active. AID 652104; note: potency is the fitted concentration of half-maximal effect; % of control where 0% means no effect; nearly all actives have a fitted effect of over 50% in size
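Cell-based yeast growth screen: TDP-43 expression induced in galactose, inoculum OD600=0.02 after raffinose pregrowth to mid-log. Read-out BacTiter-Glo luminescence at 24 hr, 30 deg C; inhibition of toxicity seen as signal increase.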
KB-V1 cytotox = KB-V1 MDR subline cytotoxicity. KB-V1 MDR cells viability, CellTiter-Glo, 72 h. Potency, µM (doses to about 46.1 µM), without a hit: at the highest dose activity change, negative = cytotoxicity, most hits filed as cytotoxic. 400,000 tested, 3.4% active. AID 1347076; note: potency is the fitted concentration of half-maximal effect; % is set by controls: 0 for no effect and ±100 for the full control effect; nearly all actives have a fitted effect of over 60% in size
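Compound-treated KB-V1 multidrug-resistant cells, 72 h, 37 degrees C; viability by CellTiter-Glo. Fitted qHTS curves give the values.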
GLP-1R agonist = GLP-1 receptor (human) agonism; P43220; HEK293 GLP-1R CRE-luciferase, luminescence, 4-6 h; cells express a hypersensitive GLP-1R form; Potency, µM (highest dose often 45.6 µM), inactives show at the highest dose activation, hits mostly activators; 380,000 tested, 0.007% active; AID 624172; note: potency is the fitted concentration of half-maximal effect; % of control where 0% means no effect
An asterisk follows results filed as active; i = inactive; ? = inconclusive; · = not tested or not shown; & = joins results of further samples; [ ] = another dose, or the depositor's remark. Unless noted, calls come from the whole dose curve; as a rule, active = well fitted curve in the direction sought with a large enough effect; inconclusive = small, poorly fitted or top-dose-only effect, or another doubt; inactive = no such curve, though single readings can be large; an effect the other way counts as inactive or inconclusive. The list is partial; count on the stated rates, not on these rows.

SMILES | PTHR1 agonist | HEK293 tox | D3 ag | D3 antag | GLP-1R inv ag | aSyn yeast inh | TDP43 rescue | KB-V1 cytotox | GLP-1R agonist
Cc1cccc(Cn2nc(C)cc2NC(=O)Cn2cc([N+](=O)[O-])cn2)c1 | -6% | -11% | 11 | 35 | ? | 4% | · | 0% | 3%
CCOC(=O)N1CCN(C(=O)C2CCN(S(=O)(=O)N(CC)CC)CC2)CC1 | -11%[57.5 µM] | -17% | 3 | -22 | 0% | -1% | -19% | 11% | 2%
NC(Cc1ccc(C(F)(F)F)cc1)c1csc(Nc2ncccn2)n1 (stereo not given) | 7% | -17% | 22 | 16 | -20% | 0% | 8% | 2% | -7%
CC(=O)c1cccc(CN2CCCC(C(=O)c3ccc4c(c3)OCO4)C2)c1 (stereo not given) | 0% | -5% | -10 | -23 | ? | 4% | -9% | -9% | 26%
COc1ccc(/C=C(\NC(=O)c2ccccc2)C(=O)NC2CCS(=O)(=O)C2)cc1 (stereo not given) | i | 6% | -11 | -6 | -19% | 0% | -10% | 6% | -2%
COc1cccc(NC(=O)C(NCCc2ccc(S(N)(=O)=O)cc2)c2ccccc2)c1 (stereo not given) | -9% | ? | -3 | -7 | 14% | 0% | 16% | 10% | 9%
COc1ccc(-n2nnnc2-c2nc3ccccc3s2)cc1 | -31%[inhibitor] | -8% | 5 | 2 | 5% | 2% | 19% | -7% | -21%
Cc1ccc(NS(=O)(=O)c2cccc(C(=O)N3CCN(c4ncccn4)CC3)c2)cc1 | -7% | -18% | 9 | 13 | 0% | -5% | 25% | 8.2µM* | 2%
CCOC(=O)Cn1nnnc1C(CC)N(Cc1cccs1)Cc1cc2cc(C)ccc2[nH]c1=O (stereo not given) | -11% | -9% | -4 | 48 | 3% | 5% | -2% | ? | 12%
CCOc1nc(NCCO)nc(Nc2ccccc2F)n1 | i | -12% | -3 | 1 | 16% | -7% | 25% | 0% | 10%
Cc1sc(NC(=O)c2cccc([N+](=O)[O-])c2)c(C(N)=O)c1-c1ccc(C(C)(C)C)cc1 | -9%[57.5 µM] | -14% | 2 | 2 | -24% | -14% | -10% | -1% | 2%
Cc1ccc(C(=O)N2CCC(C(=O)Nc3cccc([N+](=O)[O-])c3)CC2)cc1 | -2% | -18% | -23 | ? | ? | -1% | -21% | -16% | -4%
O=C(NC(=S)Nc1ccccc1Br)c1cccnc1 | i | 0% | -7 | -9 | 18% | -1% | 11% | -1% | 1%
CCCNC(=O)c1ccc(COc2ccc(C)cc2)o1 | -30%[inhibitor] | -5% | 0 | 3 | -37% | -5% | 15% | 4% | 7%
O=C(CSc1nnc(CNC(=O)c2cccs2)o1)c1ccccc1 | -16% | -10% | 0 | -2 | 4% | 1% | 16% | 1% | 2%
CCCCN(CC)C(=O)CSc1nc2n[nH]c(C)c2c(=N)n1-c1cccc(C)c1 | -46%&-1%[inhibitor] | -23%&-28% | 0&11 | -5 | -28%&-21% | 0% | 13%&11% | ? | 19%
Cc1ccc(S(=O)(=O)N(C)c2ccc(C(=O)NCc3ccccc3F)cc2)cc1 | i | 2% | -1 | -1 | ? | 10% | -8% | -3% | 14%
COc1ccc(NC(=O)CC(C)c2ccccc2)c([N+](=O)[O-])c1 (stereo not given) | i | -17% | -6 | -12 | -18% | 2% | -1% | -3% | 10%
Cc1nn(CC(=O)NCCc2ccccc2)c(=O)c2nn(-c3ccccc3)c(C)c12 | i | 4% | -22 | · | -4% | · | 11% | · | ·
Cc1ccc(NC(=O)CSc2nc3c(sc4ccccc43)c(=O)n2CCCC(=O)NC2CCCC2)cc1C | i | 3% | -7 | · | 4% | · | 10% | · | ·
CC(C)c1ccc(NC(=O)c2ccc3c(c2)C(=O)N(Cc2cccnc2)C3=O)cc1 | -22% | -17% | 20 | 28 | ? | 11% | 14% | 0% | -1%
CC(=O)OC1(C(C)=O)CCC2C3CC(C(F)(F)F)C4=CC(=O)CCC4(C)C3CCC21C (stereo not given) | -4% | -19% | 1 | 0 | 20% | 12% | -8% | -2% | 11%
Clc1ccc(Cl)c(OCCN2CCCC2)c1 | i | 5% | 0 | -75* | -1% | 2% | 6% | 4% | 2%
Cc1nc2cc3sc(C)nc3cc2s1 | i | 16% | -7 | -3 | 43%[activator] | 1% | 6% | -14% | 5%

Part of the list above in another layout.
Values run as follows: PTHR1 agonist	HEK293 tox	D3 ag	D3 antag	GLP-1R inv ag	aSyn yeast inh	TDP43 rescue	KB-V1 cytotox	GLP-1R agonist
> Cc1ccc(NC(=O)CSc2nc3c(sc4ccccc43)c(=O)n2CCCC(=O)NC2CCCC2)cc1C
→ i	3%	-7	·	4%	·	10%	·	·
> CC(C)c1ccc(NC(=O)c2ccc3c(c2)C(=O)N(Cc2cccnc2)C3=O)cc1
→ -22%	-17%	20	28	?	11%	14%	0%	-1%
> CC(=O)OC1(C(C)=O)CCC2C3CC(C(F)(F)F)C4=CC(=O)CCC4(C)C3CCC21C (stereo not given)
→ -4%	-19%	1	0	20%	12%	-8%	-2%	11%

Following part
SMILES | PTHR1 agonist | HEK293 tox | D3 ag | D3 antag | GLP-1R inv ag | aSyn yeast inh | TDP43 rescue | KB-V1 cytotox | GLP-1R agonist
CCNC(=O)N(CC)C[C@H]1N[C@@](Cc2ccccc2)(C(=O)OC)[C@H]2C(=O)N(C)C(=O)[C@@H]12 | i | 4% | 46* | -7 | 9% | 1% | 7% | ? | -3%
CCC(=O)c1cn(CC(=O)O)c2ccccc12 | -22% | 20% | 3 | 1 | -7% | -10% | 0% | -2% | 0%
Cc1cc(C)n(CC(=O)NCc2ccccc2)c(=O)c1C#N | i | 9% | -1 | -25 | 4% | 0% | 8% | 2% | 8%
Cc1ccc(OCc2ccoc2C(=O)O)cc1C | i | -1% | 2 | 0 | -11% | 12% | -1% | 17% | -6%
O=C(NCC(c1cccs1)S(=O)(=O)c1cccs1)c1ccc(Cl)cc1 (stereo not given) | -18% | -10% | 0 | · | 0% | · | 19% | -10% | ·
C=CCNC(=O)c1ccc2c3n(nc2c1)-c1ccc(Cl)cc1CO3 | -17% | 4% | -7 | -28 | 10% | -8% | -5% | -20% | 7%
CN(C)/C=C1\C(=O)N(C)N=C1C(F)(F)F | i | -16% | 3 | 16 | 18% | -7% | -2%[0.397 µM] | 8% | 2%
COc1cc(CNc2ncn[nH]2)ccc1OCc1cccc(C)c1 | -20% | -14% | 2 | 6 | ? | 3% | 9% | -31% | 3%
CON(C)c1nc(OCCNC(=O)OCc2ccc(Cl)cc2C)nc(N(C)C)n1 | i | 0% | -4 | -13 | -8% | 6% | 12% | 1.6µM* | 5%
CC(C)(C)C1=C(C#N)C(c2cc3c(cc2Br)OCO3)C(C#N)=C(N)O1 (stereo not given) | -9%[57.5 µM] | -5% | -7 | 16 | 3% | -10% | -5% | 11% | -8%
CC1(C)OC(=O)C2=C(C[C@@H](C3CCCCC3)O[C@H]2c2ccc(F)cc2)O1 | i | -1% | 1 | 28 | ? | -8% | -4% | -5% | -5%
Cc1cccc(C(=O)OCC(=O)c2cccc(Br)c2)c1O | -4% | -13% | 3 | 1 | -12% | 12% | 14% | 8% | 13%
COc1ccc(S(=O)(=O)N(CC(=O)NCc2cccnc2)Cc2ccccc2)cc1 | i | 3% | 0 | 12 | 1% | 3% | -23% | -16% | 6%
COc1ccc(Cl)cc1NC(=O)COC(=O)C1CC1 | -92%[inhibitor] | 1% | 2 | -11 | -13% | -1% | 25% | 9% | -2%
COc1ccc(S(=O)(=O)Oc2ccc3ccccc3c2)cc1 | i | -9% | -9 | -12 | ? | -1% | ? | 16µM* | 0%
Cn1nnnc1SCCNCc1ccccc1Cl | i | -12% | -2 | · | 0% | · | 14% | 22% | 3%
COCCc1nn2c(=O)cc(COC(=O)c3ccc(OC)c(OC)c3)nc2s1 | 9% | 0% | -11 | · | 21% | · | -16% | -4% | ·
COc1ccc(Cl)cc1-c1cc(C(=O)NCc2cc(C(F)(F)F)cc(C(F)(F)F)c2)[nH]n1 | i | 1% | 8 | 2 | ? | 2% | 23% | -27% | 6%
COc1ccc(S(=O)(=O)N2N=C(c3cccc(NS(C)(=O)=O)c3)CC2c2ccco2)cc1 (stereo not given) | -31%[inhibitor] | -17% | 3 | -3 | ? | -15% | -15% | -20% | -5%
CN1CCN(C(=O)/C(=C/c2ccc(F)cc2)NC(=O)c2ccccc2)CC1 | -4% | 0% | -2 | 1 | -10% | -4% | -14% | 0% | 9%
CCCCCNC(=O)c1cc(S(=O)(=O)N2CCCCC2)ccc1F | -12% | 4% | -3 | -5 | 0% | 2% | -8% | 3% | -3%
Cc1cccc(C)c1OCCNC(=O)CCC(=O)c1ccccc1 | i | 12% | 1 | 24 | 1% | 4% | 18% | 9% | 3%
O=C(OCCN=C1NS(=O)(=O)c2ccccc21)c1ccncc1 | i | 9% | 6 | 18 | 3% | 2% | -18% | 10% | -6%
COC(=O)C(Cc1c[nH]c2ccccc12)N1CCS(=O)(=O)CC1 (stereo not given) | i | -1% | 10 | 1 | 12% | 2% | 3% | -6% | -2%
NS(=O)(=O)c1ccc(CNC(=O)CCC2CCCCC2)cc1 | -42%[inhibitor] | 11% | 1 | 10 | 7% | 0% | -5% | 8% | 1%
CC(Oc1ccc2c3c(c(=O)oc2c1)CCC3)C(=O)N[C@@H](Cc1ccccc1)C(=O)O (stereo not given in full) | -2% | -3% | 7 | -22 | 3% | -5% | 13% | 19% | 2%
CC(c1ccccc1)N1CCc2[nH]c(=S)[nH]c(=O)c2C1 (stereo not given) | i | 3% | 6 | 1 | 20% | 0% | -15% | 1% | 12%
O=C(N/N=C/c1ccc(Br)s1)c1ccco1 | i | -19% | -10 | -14 | 5% | -7% | -18%[1.82 µM] | -9% | 11%
Cc1cc(NC(=O)CCC(=O)N(CC(=O)NC2CCCC2)c2ccc(Cl)cc2)no1 | -14% | -1% | 9 | 17 | -10% | -1% | -17% | -3% | 11%
CCN(CC)c1nc(Nc2ccc([N+](=O)[O-])cc2)nc(N(CC)CC)n1 | -18% | -8% | 0 | 22 | ? | -7% | -18% | 4% | 1%
